Compound activity from PubChem BioAssay.
OX1R antag = antagonists of human orexin 1 receptor (OX1R) | Orexin/Hypocretin receptor type 1 (Homo sapiens), O43613 | OX1R-expressing cells, FRET antagonist read-out | inhibition, % at 6.6 µM | hit rate 1.8% among 330,000 | AID 485270, 2010; in the data active = inhibition mostly above about 38%, no sharp cut-off; inactive = mostly below about 40%;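 note: 0% = agonist challenge alone and 100% = reference antagonist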
KCNQ2 inh = KCNQ2 potassium channel inhibitors, primary screen, cell-based, CHO-K1, FluxOR thallium flux, B-score (AID 2156); 20 min; active compounds read low; Potassium voltage-gated channel subfamily KQT member 2 (Rattus norvegicus), O88943; hit rate 1.1% among 310,000; B-score at 10 µM;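 active = fluorescence ratio B-score at most minus 3 library SDs, with starting brightness B-score within 2 library SDs, cut at about -5.5 in these data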
Target sequence (O88943 whole entry, looked up): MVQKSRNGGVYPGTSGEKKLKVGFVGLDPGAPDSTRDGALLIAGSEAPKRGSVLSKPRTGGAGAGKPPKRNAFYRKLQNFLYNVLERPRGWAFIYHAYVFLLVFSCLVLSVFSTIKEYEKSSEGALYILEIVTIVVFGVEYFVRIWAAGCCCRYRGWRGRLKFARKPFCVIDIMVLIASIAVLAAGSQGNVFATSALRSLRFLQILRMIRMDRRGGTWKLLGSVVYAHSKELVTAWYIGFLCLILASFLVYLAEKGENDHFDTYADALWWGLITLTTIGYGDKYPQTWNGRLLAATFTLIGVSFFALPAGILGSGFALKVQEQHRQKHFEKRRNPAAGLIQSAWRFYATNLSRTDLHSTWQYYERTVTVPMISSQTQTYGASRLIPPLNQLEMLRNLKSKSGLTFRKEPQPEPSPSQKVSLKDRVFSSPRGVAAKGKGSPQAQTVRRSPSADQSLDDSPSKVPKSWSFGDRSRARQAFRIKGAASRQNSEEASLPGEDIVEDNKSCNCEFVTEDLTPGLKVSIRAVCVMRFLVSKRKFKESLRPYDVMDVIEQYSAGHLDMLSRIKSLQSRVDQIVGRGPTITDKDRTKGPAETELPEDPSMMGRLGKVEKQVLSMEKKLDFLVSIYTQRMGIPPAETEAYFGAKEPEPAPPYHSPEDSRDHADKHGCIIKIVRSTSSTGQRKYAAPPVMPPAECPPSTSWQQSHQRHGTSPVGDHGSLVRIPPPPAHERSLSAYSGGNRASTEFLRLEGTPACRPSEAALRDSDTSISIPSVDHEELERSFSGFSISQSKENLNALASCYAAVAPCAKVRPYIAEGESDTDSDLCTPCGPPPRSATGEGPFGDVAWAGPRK
STK33 kinase inh = inhibitors of purified STK33 kinase, primary screen, biochemical, ADP-Glo luminescence, homogeneous, cell-free. Serine/threonine-protein kinase 33 (Homo sapiens), Q9BYT3. MBP phosphorylation. inhibition, % at 10 µM. hit rate 0.073% among 320,000;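 active = inhibition at or above 25%, using the most active replicate where run in duplicate; inactive = inhibition below 25%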
* = called active by the depositor; i = inactive; · = no result given. Rows were taken by chance, and some 2.7% of all compounds hit somewhere here.

nr | OX1R antag | SMILES | KCNQ2 inh | STK33 kinase inh
1 | 63.8* | Cc1cccc(NC(=O)c2cc(-c3cc(C)cc(C)c3O)n[nH]2)c1 | i | 0.7
2 | 27.4 | CCCNC(=O)c1nn2cc(Br)cnc2c1Br | i | -0.9
3 | 39.8 | O=[N+]([O-])c1ccc(S(=O)(=O)N2CCN=C2SCc2cccnc2)cc1 | i | -1.3
4 | 18.9 | Cc1cc(/C=C(\C#N)C(=O)NCCc2c[nH]c3ccccc23)c(C)n1C | i | 0.2
5 | 20.5 | CC(=O)c1ccc2oc3ccccc3c(=O)c2c1 | i | 3.1
6 | 7.1 | COc1cc(S(=O)(=O)Nc2cc(C)cc(C)c2)ccc1F | i | -1.0
7 | 24.7 | CC(CCc1ccccc1)NC(=O)CNC(=O)COc1ccccc1 (stereo not given) | i | -2.3
8 | 27.0 | N#CCSc1nnc(Cc2cccs2)n1C1CCCCC1 | i | -1.0
9 | 32.4 | C(=N\Nc1nc2ccccc2s1)/c1cccs1 | i | 4.4
10 | 18.4 | BrC(=C\c1ccccc1)/C=N/N1CCN(Cc2ccccc2)CC1 | i | -2.9
11 | 11.8 | O=C(C[C@H]1C/C=C\C[C@@H](Cc2ccc(F)cc2)C(=O)O[C@H](c2ccccc2)CNC1=O)NCCO | · | -0.4
12 | 14.6 | COc1cccc(/C=C/C(=O)OCC(=O)NCCC2=CCCCC2)c1 | i | -1.8
13 | 10.5 | NS(=O)(=O)c1ccc(CNC(=S)Nc2ccc(F)c(Cl)c2)cc1 | i | -0.4
14 | 16.4 | O=c1c(Cc2ccc(F)cc2)c(O)ccn1CC1CCCO1 (stereo not given) | i | ·
15 | 10.9 | Cc1c(C)c2ccc(OC(C)C(=O)NCc3ccccn3)cc2oc1=O (stereo not given) | i | 0.0
16 | 16.9 | O=C(CCC(=O)OCC(=O)c1ccc(Cl)cc1Cl)Nc1cccc2cccnc12 | i | 0.3
17 | 5.4 | CC(=O)c1ccccc1NC(=O)CC1(CC(=O)O)CCCCC1 | i | 0.5
18 | 37.7 | Cc1ccc2nc(C)cc(C(=O)N3CCCC(CO)(Cc4ccccc4C)C3)c2c1 (stereo not given) | i | 0.7
19 | 18.9 | COc1ccc(-c2nc(NC(=O)c3nc4nccc(C)n4n3)sc2C)cc1 | i | 7.8
20 | 7.1 | Cc1ccc(NC(=S)N/N=C2/CCCc3c(C)cc(C)cc32)cc1 | i | -0.7
21 | 6.5 | O=C(Cc1coc2cc(O)ccc12)NNC(=O)c1cccs1 | · | -1.1
22 | 5.8 | COc1cccc(CNc2ccc(F)c(Cl)c2)c1O | i | 0.6
23 | 2.1 | COc1cccc(NC(=O)CN2C(=O)C(=O)N(C3CCCC3)C2=O)c1 | · | -0.3
24 | -1.1 | COc1ccccc1C(=O)NCCC(=O)NC1CCCCC1C (stereo not given) | i | -0.5
25 | 10.0 | CCOC(=O)N[C@H](Cc1c[nH]c2ccccc12)C(=O)NC1CC1 | i | 1.5
26 | 40.3 | CCOC(=O)Cn1cc(/C=C/[N+](=O)[O-])c2ccccc21 | i | 2.1
27 | 7.0 | CCC(=O)NC(NC(=O)CC)C(Cl)Cl | i | -0.4
28 | -0.4 | CCCCN1CN=C(Nc2nc3ccccc3o2)NC1 | i | -2.0
29 | 23.4 | COc1ccccc1N1CCN(C(=O)c2ccc(NC(C)=O)cc2)CC1 | i | -1.1
30 | 17.8 | O=C(c1cc2nc(C3CC3)cc(C(F)(F)F)n2n1)N1CCCC1 | i | 0.8
31 | 2.7 | O=C(c1ccccc1)c1ccc(OCC(O)CNC2CCCc3ccccc32)cc1 (stereo not given) | i | -0.2
32 | 27.2 | COc1ccc(C2C(C#N)=C(N)Oc3c2c(C)nn3-c2ccccc2)cc1Cn1nc(C)c([N+](=O)[O-])c1C (stereo not given) | i | -0.4
33 | 17.2 | O=C(COc1ccc(Br)cc1)NCCNC(=O)c1cccnc1 | i | 0.7
34 | 9.9 | COc1ccc(-n2c(N3CCN(C)CC3)nc3sc4c(c3c2=O)CCCCC4)cc1 | i | -0.7
35 | 7.6 | O=c1[nH]c2cc3c(cc2cc1CN(CCN1CCOCC1)C(=S)NCC1CCCO1)OCO3 (stereo not given) | i | 1.2
36 | 6.2 | O=C(COc1ccccc1)Nc1ccccc1C(=O)NCc1ccco1 | i | -2.5
37 | 20.4 | COc1ccc(-n2c(N)c(C(=O)NCc3cccnc3)sc2=S)cc1 | i | -0.8
38 | 19.3 | CCCN1CCN(C(=O)Nc2cccc(C(F)(F)F)c2)CC1 | i | -0.9
39 | 13.2 | N#C/C(=C\Nc1ccc(Cl)cc1)S(=O)(=O)c1ccccn1 | i | -0.8
40 | 13.2 | O=C(Oc1cccc(NC(=O)c2cccs2)c1)c1cccc(S(=O)(=O)N2CCCC2)c1 | i | -0.4
41 | 17.0 | CC(C)(C)N1C(=O)c2ccc(C(=O)Nc3ccc(O)cc3)cc2C1=O | i | 0.3
42 | 5.8 | Cc1ccc(-c2nnn(CC(=O)N(Cc3ccco3)C(C(=O)NC(C)(C)C)c3ccncc3)n2)o1 (stereo not given) | i | 0.6
43 | 22.0 | NC(=O)c1nsc(C(=O)N(c2ccc(F)cc2)C(C(=O)NCC2CCCO2)c2c[nH]c3ccccc23)c1N (stereo not given) | i | -1.9
44 | -0.9 | COCc1nnc(NC(=O)c2ccc(S(=O)(=O)N3CCCC3)cc2)o1 | i | -1.3
45 | 10.2 | COc1ccccc1NC(=O)NC1(C(=O)N2CCOCC2)CCCCC1 | i | -0.4
46 | 7.4 | COc1ccc(-c2csc3nc(-c4ccccc4F)oc(=O)c23)cc1 | i | -1.0
47 | 13.5 | COc1ccc(NC(=O)c2ccccc2NS(=O)(=O)c2ccc(CNC(C)=O)cc2)c(OC)c1 | i | 1.3
48 | · | O=C(Nc1ccc(CN2CCOCC2)cc1)c1cc(Cl)ccc1Cl | i | -10.8
49 | 7.7 | O=C1C=C(N2CCOCC2)C2(CCCCC2)O1 | i | -0.4
50 | 7.2 | COc1ccc(Cc2nc3ccc(C(=O)NCC4COCCO4)cc3o2)cc1OC (stereo not given) | i | ·

The list continues.
nr | OX1R antag | SMILES | KCNQ2 inh | STK33 kinase inh
51 | 6.0 | COC(=O)c1ccc(NC(=O)CSc2nc(=O)n3cccc(C)c3n2)cc1 | i | -0.2
52 | 0.8 | Cc1cc(C)nc(NS(=O)(=O)c2ccc(NC(=O)C3COc4ccccc4O3)cc2)n1 (stereo not given) | i | -0.8
53 | 5.1 | Cc1cccc(NC(=O)N2CCN(Cc3ccccc3)CC2)c1 | i | 0.0
54 | 8.8 | O=C(NC1CCS(=O)(=O)C1)C12CC3CC(CC(C3)C1)C2 (stereo not given) | i | 1.1
55 | 12.0 | O=C(CSc1nc(-c2ccc(F)cc2)cs1)Nc1ccccn1 | i | -0.5
56 | 32.6 | CN(C)S(=O)(=O)N1CCCC(C(=O)c2ccc(C(F)(F)F)cc2)C1 (stereo not given) | i | 0.2
57 | 3.6 | OC(c1ccccc1)(C1CCCCC1)C(CN1CCOCC1)c1ccccc1 (stereo not given) | -5.66* | 0.9
58 | 4.3 | O=C(CC1(O)C(=O)Nc2ccc(Br)cc21)c1ccc2c(c1)OCO2 (stereo not given) | i | 1.5
59 | 9.0 | Cc1cccc(/C=N\Nc2cn[nH]c(=O)c2Cl)c1 | i | -0.9
60 | 6.8 | Cc1ccc2c(c1)N(CCC(=O)NCc1cccnc1)C(=O)CO2 | i | 0.0
61 | 6.8 | O=C(Nc1cccnc1Cl)C1=NN(c2ccccc2)C(=O)CC1 | i | 0.3
62 | 17.3 | CC(OC(=O)Cc1c[nH]c2ccccc12)C(=O)NC1(C#N)CCCCC1 (stereo not given) | i | 0.8
63 | 23.9 | COc1ccc(CCNS(=O)(=O)c2c(C)nc3scc(C)n3c2=O)cc1OC | i | -0.4
64 | 19.1 | CCC(=O)N1CCN=C1SCc1ccc(Cl)cc1 | i | -2.1
65 | 1.7 | CC(NC(=O)c1cc(-c2ccc3c(c2)OCO3)nc2ccccc12)C(C)(C)C (stereo not given) | i | -0.9
66 | 13.5 | CN(C(=O)c1cc2c(s1)-c1ccccc1S(=O)(=O)C2)c1ccccc1F | i | -0.1
67 | 21.6 | O=C1OC(c2ccccc2)/C(=C(/O)c2ccccc2)C1=O (stereo not given) | i | -1.6
68 | 5.2 | O=C(CSc1nnc(-c2ccccc2Cl)o1)N1CCCC1 | i | -0.1
69 | 32.5 | O=C(N/N=C/C1CC=CCC1)c1cc(Br)ccc1O (stereo not given) | i | 2.3
70 | 13.2 | O=C(CSc1nc2ccc([N+](=O)[O-])cc2[nH]1)NC1CCCC1 | i | 0.8
71 | 21.6 | COc1ccc(C(=O)COC(=O)/C=C/c2ccccc2)cc1 | i | -0.2
72 | 6.3 | CCc1ccccc1NC(=S)N=Nc1c(O)n(C)c2ccc(S(=O)(=O)N3CCOCC3)cc12 | i | -1.5
73 | 20.5 | Cc1ccc(C(=O)N2CC(C)OC(C)C2)cc1[N+](=O)[O-] (stereo not given) | i | -0.2
74 | 11.2 | Cc1ccc(C(=O)Nc2ccc(C(=O)O)cc2)cc1S(=O)(=O)Nc1cccc([N+](=O)[O-])c1 | i | 0.2
75 | 14.5 | C=CCC1Cc2c(cccc2[N+](=O)[O-])C(CC=C)N1 (stereo not given) | i | -1.0
76 | 43.5 | COC(C(=O)N/N=C(\C)CC(=O)Nc1ccc(N(C)C)cc1)c1ccccc1 (stereo not given) | i | 1.3
77 | 19.6 | Cc1ccc(-n2nnnc2SCC(=O)Nc2ccccc2N2CCCCC2)cc1C | i | -0.5
78 | 6.7 | Cc1c(C(=O)NN)[nH]c2ccc([N+](=O)[O-])cc12 | i | -0.9
79 | 20.6 | CC1=CC2=NC(=O)CC(C)(C(=O)N(CC(=O)NC(C)(C)C)Cc3ccccc3)N2C=C1 (stereo not given) | i | -0.6
80 | 18.9 | CCC(C)N=C1SCC(C)(/C=N/O)S1 (stereo not given) | i | 0.1
81 | 17.3 | Cc1cccc(SCc2noc(C(=O)NCC3CCCO3)c2C(=O)O)c1 (stereo not given) | i | -0.7
82 | 9.4 | c1cncc(-c2nn3cnnc3s2)c1 | i | -0.9
83 | 7.3 | O=C(CCc1nnc2ccc(NCc3ccco3)nn12)Nc1ccc(F)cc1 | i | 0.1
84 | 16.1 | Cc1cc(C(=O)NN=C(Cc2ccccc2)Cc2ccccc2)c(C)o1 | i | -0.1
85 | 8.3 | O=C(Nc1ccc(O)c2c(=O)cc(-c3cccc(Cl)c3)oc12)c1ccc(F)cc1 | i | 0.4
86 | 9.3 | COc1ccc(C(=O)NCC2(c3ccccc3)CCOCC2)cc1[N+](=O)[O-] | i | -0.5
87 | 19.6 | COc1ccccc1C(CNC(=O)CCNC(=O)c1ccccc1Cl)N1CCCC1 (stereo not given) | i | -0.8
88 | 13.6 | COc1ccc(C(=O)N2CCN(Cc3ccccc3)CC2)cc1[N+](=O)[O-] | i | -1.9
89 | 3.8 | CCn1c(=O)c2cc(C(=O)N3CCOCC3)sc2c2ccccc21 | i | 0.6
90 | 11.5 | COc1ccccc1C(c1nnnn1C1CCCC1)N1CCN2CCCC2C1 (stereo not given) | i | -0.4
91 | 4.6 | O=C(Cn1cnc2sc3c(c2c1=O)CCCC3)NCC(=O)Nc1c(F)cc(F)cc1Br | i | -0.7
92 | 14.7 | O=C(CSc1nnc(SCc2ccc(Cl)cc2)s1)c1ccc2c(c1)OCO2 | i | ·
93 | 31.3 | Cc1cc(-c2ccc3ccccc3c2)n2ncnc2n1 | i | -0.5
94 | 17.4 | COc1ccc(C(=O)OCC(=O)Nc2cccc(C(C)=O)c2)c(OC)c1OC | i | -0.3
95 | 44.2* | Cc1nn(CC(=O)NC2CCC(C)CC2)c(=O)c(C#N)c1C (stereo not given) | i | 0.5
96 | 3.3 | COc1ccccc1NC(=O)C1CCCN(c2cnccn2)C1 (stereo not given) | i | ·
97 | -2.5 | CCOc1ccccc1C(=O)NN1CCOCC1 | i | -1.1
98 | 15.7 | CC(=NCCCn1ccnc1)C1=C(O)c2ccccc2C1=O | i | 5.0
99 | 20.8 | O=C(NNc1nc(-c2ccc(F)cc2)cs1)c1ccccc1 | i | -0.4
100 | 35.8 | O=C(Nc1ccc(/C=C/c2nc3ccccc3o2)cc1)c1c(F)cccc1F | i | -1.8

(list continues)
nr | OX1R antag | SMILES | KCNQ2 inh | STK33 kinase inh
101 | 25.9 | O=C(O)CC/C(=C\c1cc([N+](=O)[O-])ccc1Cl)c1nc2ccccc2s1 | i | -1.4
102 | 31.8 | COC(=O)c1ccc(NC(=O)CSc2nn3c(=O)c(C)nnc3s2)cc1 | i | -0.9
103 | -5.0 | Cc1ccc(CN2CCC(CNC(=O)c3ccc(NC(=O)C4=CSCCO4)cc3)CC2)cc1 | i | 2.4
104 | 12.8 | S=c1[nH]c2cc3c(cc2[nH]1)OCCO3 | i | -2.3
105 | 23.1 | CC(=O)Nc1ccc(N(C(=O)c2ccco2)C(C(=O)NC2CCCCC2)c2ccccc2)cc1 (stereo not given) | i | -1.0
106 | -11.2 | CC1(C)C(=O)OC(c2cc(Br)ccc2O)C(C)(C)C1=O (stereo not given) | i | 0.5
107 | 1.6 | O=C(Nc1cc(C2CC2)nn1-c1ccccc1)c1ccc(F)cc1 | · | 0.7
108 | 15.9 | COc1ccc(NC(=O)CSCCc2ccccn2)cc1OC | i | -1.5
109 | 25.0 | Cc1ccc(C)c(S(=O)(=O)C(C#N)c2nc3ccccc3nc2N2CCOCC2)c1 (stereo not given) | i | -0.7
